IMPase Li cell: qHTS Assay for Identifying the Cell-Membrane Permeable IMPase Inhibitors: Potentiation with Lithium. CHO-M1 cells, IP1 TR-FRET (IP-One), carbachol + lithium. AID 1457, 2008. Potency, µM (top dose mostly 59.4 µM), for inactives: at the highest dose activity, negative = IMPase inhibition, hits mostly inhibitors. hit rate 0.35% among 210,000;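 further: IP1 builds up when IMPase is blocked and the TR-FRET signal falls; potency means the concentration at half of the fitted maximal effect; plate controls were basal vehicle for no effect and high inhibitor control for full effect; nearly all actives have a fitted effect of over 50% in size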
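Lithium-sensitised IP1 accumulation assay; M1-expressing CHO cells treated 30 min at 37C with compound. Competitive antibody detection by time-resolved FRET followed a 10 min room-temperature lysis step.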
GLA spleen mod: qHTS Assay for Inhibitors and Activators of Human alpha-Galactosidase From Spleen Homogenate | human spleen homogenate, 4MU-alpha-Gal fluorescence, 40 min | Potency, µM (series often up to 80 µM), for inactives: at the highest dose activity change, negative = inhibition, most hits filed as inhibitors | Alpha-galactosidase A (Homo sapiens), P06280 | hit rate 0.008% among 240,000;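 further: potency means the concentration at half of the fitted maximal effect; 0% = enzyme with vehicle and -100% = no enzyme basal signal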
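Spleen homogenate 1 ug + cpd (titration) + 4-MU-alpha-D-galactopyranoside 1 mM; 37C 40 min; 50 mM citrate/phosphate pH 5.0, 0.01% Tween-20; stop pH 10; fluorescence 365/440; AC50 via Hill.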
KinaseGlo FLuc: Counterscreen for Luciferase (Kinase-Glo TM) Inhibition. Luciferin 4-monooxygenase (Photuris pensylvanica), Q27757. Kinase-Glo luciferase, ATP luminescence, 8 min. Potency, µM (series often up to 38.3 µM), for the others: at the top dose activity change, negative = inhibition, usual class: inhibitors. hit rate 0.28% among 200,000. AID 1379, 2008; further: potency means the concentration at half of the fitted maximal effect; on the % scale 0 is the no-effect control and ±100 the full control effect; nearly all actives have a fitted effect of over 60% in size
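Light output from Kinase-Glo luciferase with luciferin and 10 uM ATP in 50 mM imidazole pH 7.2, KCl, MgCl2, Tween 20, BSA; compound pin-delivered, 8-min ambient incubation, then luminescence read.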
Epigenetic derep: Quantitative High-Throughput Screen for Regulators of Epigenetic Control; murine LDR cells, GFP reporter derepression, 30 h; Potency, µM (highest dose often 53.9 µM), for the others: at the highest dose GFP activation, actives largely listed as activators; hit rate 0.2% among 280,000; AID 1865, 2009; further: potency means the concentration at half of the fitted maximal effect; % of control where 0% means no effect; nearly all actives have a fitted effect of over 60% in size
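Murine LDR cells carrying a silenced, genomically integrated CMV-driven GFP reporter were exposed to compound for 30 hours at 37 C. After PBS washes, GFP-positive cells (20–120 um objects) were counted by laser-scanning microplate cytometry.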
CBFb-RUNX1 inh: qHTS Assay for Compounds Blocking the Interaction Between CBF-beta and RUNX1 for the Treatment of Acute Myeloid Leukemia | Runt-related transcription factor 1 (Homo sapiens) + Core-binding factor subunit beta … | AlphaScreen CBFb-His/RUNX1-biotin binding, biochemical | Potency, µM (series often up to 59.8 µM), for the others: top-dose activity, negative = inhibition, hits mostly inhibitors | 230,000 tested, under 10 active; further: % of control where 0% means no effect
Target sequence (Q01196 whole entry, looked up): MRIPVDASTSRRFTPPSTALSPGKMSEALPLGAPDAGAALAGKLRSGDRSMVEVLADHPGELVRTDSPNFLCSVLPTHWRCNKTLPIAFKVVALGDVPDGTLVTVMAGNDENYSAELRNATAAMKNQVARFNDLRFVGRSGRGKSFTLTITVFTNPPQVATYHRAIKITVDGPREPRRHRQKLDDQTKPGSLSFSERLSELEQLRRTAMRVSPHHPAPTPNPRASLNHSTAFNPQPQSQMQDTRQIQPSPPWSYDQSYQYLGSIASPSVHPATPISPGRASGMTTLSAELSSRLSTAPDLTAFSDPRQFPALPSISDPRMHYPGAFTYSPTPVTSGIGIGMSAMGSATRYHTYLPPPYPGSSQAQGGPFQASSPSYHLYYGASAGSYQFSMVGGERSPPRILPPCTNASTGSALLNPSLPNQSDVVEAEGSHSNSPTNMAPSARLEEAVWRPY
Target sequence (Q13951 whole entry, looked up): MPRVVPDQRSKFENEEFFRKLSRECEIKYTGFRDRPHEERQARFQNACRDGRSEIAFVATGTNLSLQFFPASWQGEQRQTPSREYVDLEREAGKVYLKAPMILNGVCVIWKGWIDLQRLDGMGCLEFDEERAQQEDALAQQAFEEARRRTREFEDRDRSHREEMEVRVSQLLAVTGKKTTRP
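His-tagged CBF-beta and biotinylated RUNX1 (30 nM each) were premixed 20 min at room temperature, exposed to compound for 15 min, then given nickel-chelate and streptavidin AlphaScreen beads (50 ng each). After 90 min, AlphaScreen signal was read.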
LMNA splice mod: qHTS Assay for Modulators of Lamin A Splicing. HeLa LMNA splicing GFP/RFP minigene ratio, 48 h. hit rate 0.01% among 200,000. Potency, µM (highest dose often 46.1 µM), inactives show at the top dose ratio change, negative = inhibition, hits mostly inhibitors; active means well fitted inhibition curve with a large enough effect in the signal ratio, with a control signal flat, not every such curve was filed as active; inconclusive means small, poorly fitted or top-dose-only effect, or effect the other way, or a change in a side signal; the % refers to the signal ratio; further: potency means the concentration at half of the fitted maximal effect; on the % scale 0 is the no-effect control and ±100 the full control effect
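S3 HeLa cells stably expressing lamin A-EGFP splicing minigene plus DsRed2, 600 cells/well, 48 h compound exposure at 37C. Laser-scanning cytometry; analysed as GFP (500-530 nm)/RFP (575-640 nm) total intensity ratio; 0.5% DMSO vehicle.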
NPSR antag: qHTS Assay for Antagonists of the Neuropeptide S Receptor: cAMP Signal Transduction; CHO-NPSR cells, cAMP TR-FRET, antagonist mode; AID 1461, 2008; Q6W5P4; Potency, µM (highest dose often 38.3 µM), inactives show at the highest dose activity change, negative = inhibition, hits mostly inhibitors; hit rate 1% among 220,000; further: potency means the concentration at half of the fitted maximal effect; on the % scale 0 is the no-effect control and ±100 the full control effect; nearly all actives have a fitted effect of over 50% in size; many of its hits are not listed in these tables
Target sequence (Q6W5P4 whole entry, looked up): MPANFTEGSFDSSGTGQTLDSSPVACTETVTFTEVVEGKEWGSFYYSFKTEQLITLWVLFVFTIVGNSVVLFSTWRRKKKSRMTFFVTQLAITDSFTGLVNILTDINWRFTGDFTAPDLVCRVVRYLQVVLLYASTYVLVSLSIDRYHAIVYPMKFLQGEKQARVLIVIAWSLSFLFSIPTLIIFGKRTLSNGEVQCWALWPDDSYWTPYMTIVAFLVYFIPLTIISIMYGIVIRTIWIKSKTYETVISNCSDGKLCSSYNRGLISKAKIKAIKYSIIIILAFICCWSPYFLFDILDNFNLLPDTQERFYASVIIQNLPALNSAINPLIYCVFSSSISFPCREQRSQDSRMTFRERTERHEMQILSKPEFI
An asterisk follows results filed as active; ? = inconclusive; · = not tested or not shown; & = joins results of further samples; [ ] = dose if it differs, or a comment. Unless noted, the call rests on the fitted dose curve; in most records, active means well fitted curve in the direction sought with a large enough effect; inconclusive means small, poorly fitted or top-dose-only effect, or another doubt; inactive means no such curve, though single readings can be large; an effect the other way counts as inactive or inconclusive. Not all compounds are listed; rates above refer to the full screens.

SMILES | IMPase Li cell | GLA spleen mod | KinaseGlo FLuc | Epigenetic derep | CBFb-RUNX1 inh | LMNA splice mod | NPSR antag
C/C(=N\NC(=O)Cn1ccc(C(F)(F)F)n1)c1ccc(N2CCOCC2)cc1 | · | 6% | · | -0.1% | 10% | · | -31%
COc1cc(NC(=O)Cc2ccc(F)cc2)cc(OC)c1OC | -8% | 4% | -1% | -2.4% | 5% | · | 21%
CCOc1ccc(N(CC)C(=O)COc2cc(=O)n(C)c3ccccc23)cc1 | 24%[38.3 µM] | 2% | -1% | -0.8% | 6% | -15% | -14%[46.1 µM]
COC(=O)c1cc(NC(=O)c2cccc(C(F)(F)F)c2)c(=O)oc1C | 1% | -5% | -3% | -3.7% | -13% | · | -3%
Oc1c(N=NC(=S)Nc2ccccc2F)c2ccccc2n1Cc1ccccc1 | 0% | -2% | 0% | -4.8% | ? | · | -18%
Fc1ccc(N2CN(Cc3cccnc3)CNC2=S)cc1 | · | 3% | · | 0.0% | 9% | · | -15%
O=C(O)c1cccc(NC(CNS(=O)(=O)c2ccc(Cl)cc2)c2ccccc2)c1 (configuration not stated) | 18% | 2% | 5% | 0.0% | -13% | · | -2%
COc1ccc(/C=C/C(=O)Nc2nnc(C(C)C)s2)cc1OC | · | -1% | · | 2.4% | 8% | · | 2%
Cc1ccc(C)c2[nH]c(=O)c(CCNS(=O)(=O)c3ccccc3)cc12 | 30%[38.3 µM] | 3% | -1% | -0.8% | 17% | -10% | 1%[46.1 µM]
Cc1cccc(-c2noc(CN(C(=O)c3c(-c4ccccc4Cl)noc3C)C(C)C)n2)c1 | 20%[38.3 µM] | 9% | -3% | 0.8% | 3% | 3% | -27%[46.1 µM]
CC(CCC(=O)O)C1CCC2C3CC[C@H]4CC(O)CC[C@@]4(C)C3C=C[C@]12C (some centres not stated) | 38%[activator] | -13% | -6% | -1.3% | 12% | · | ·
O=C(c1ccccc1)[C@H]1[C@H](c2ccccc2)[C@@]2(N=C(c3ccccc3)OC2=O)C2c3ccccc3C=NN21 (some centres not stated) | -2%[38.3 µM] | -16% | -1% | -2.2% | -2% | 0% | -26%[46.1 µM]
CC(=O)OCC1OC(C#CCC2CCCCC2)C=CC1OC(C)=O (configuration not stated) | · | -2%[17.5 µM] | · | 1.1%[10.1 µM] | 9%[13.1 µM] | · | ·
Cc1c(NC(=O)c2noc(C(C)C)c2[N+](=O)[O-])c(=O)n(-c2ccccc2)n1C | -3%[38.3 µM] | -9% | 17% | 1.8% | 1% | -3% | 2%[46.1 µM]
CC(C)c1ccc(OCC(=O)NC(Cc2c[nH]c3ccccc23)C(=O)O)cc1 (configuration not stated) | -2% | 2% | 7% | -1.5%&1.9% | -10% | ? | 1%
O=c1oc2ccccc2c(NCCc2ccccc2)c1[N+](=O)[O-] | -1% | 10% | 0% | 1.0% | 0% | -5% | 18%
Nc1nc(CN2CCCCCC2)nc(Nc2ccccc2)n1 | 5% | -1% | -1% | -2.0% | -5% | -10% | -4%[46.1 µM]
COc1ccc(/C=C2\SC(=S)N(CCCC(=O)Nc3ccccn3)C2=O)cc1OC | 6% | 5% | 2% | ? | 7% | -24% | -11%
CS(=O)Cc1cc(Oc2ccccc2)nc(-c2ccncc2)n1 (configuration not stated) | 11% | 11% | 0% | -1.9% | -3% | -11%[46 µM] | 9%
COCCN(C(=O)CN1CCc2ccccc2C1)c1c(N)n(Cc2ccccc2)c(=O)[nH]c1=O | · | 15% | · | -1.0% | 2% | -8% | -15%[46.1 µM]
CC1=NNC(=O)C1CCC(=O)N/N=C(\C)c1ccccc1 (configuration not stated) | 9% | 3% | -1% | 4.8% | -22% | -5%[46 µM] | 23%
O=C(CSc1nc2ccccc2o1)N/N=C/c1ccc(O)c(O)c1 | · | 11% | · | -0.1% | -28% | · | 14%
CCN(CC)CCCNC(=O)Cn1cnc2sc(C)c(S(=O)(=O)N3CCN(c4ncccn4)CC3)c2c1=O | 4% | -5% | 9% | -2.7% | -1% | 15%[9.22 µM] | 6%
Cc1ccc(C(=O)CCC(=O)O)cc1 | 20%[38.3 µM] | 2% | -1% | 2.1% | 10% | -1% | 13%[46.1 µM]
Cc1ccc(C2C=C(c3ccc4c(c3)OCO4)Nc3ncnn32)cc1 (configuration not stated) | -14%[38.3 µM] | 4% | -2% | 1.9% | 0% | 4% | -26%[46.1 µM]

Other structures follow.
SMILES | IMPase Li cell | GLA spleen mod | KinaseGlo FLuc | Epigenetic derep | CBFb-RUNX1 inh | LMNA splice mod | NPSR antag
O=C(O)C1C(C(=O)O)C1(c1ccccc1)c1ccccc1 (configuration not stated) | · | 6% | · | 0.0% | 3% | · | 18%
COc1cccc(-c2nnn(CC(C)=O)n2)c1 | 4% | -9% | -7% | -1.2% | 19% | -4% | 5%[46.1 µM]
COc1cc(NC(=O)C2CCN(S(=O)(=O)c3ccc(Cl)cc3)CC2)ccc1-n1cnnn1 | 28%[38.3 µM] | 11% | 0% | 0.0% | 6% | -5% | ?
CCOC(=O)Nc1ccccc1C(=O)N1CCOCC1 | -8%[38.3 µM] | 3% | -1% | -0.2% | 2% | -4% | -8%[46.1 µM]
O=S(=O)(Oc1ccc(Cl)cc1)c1cccc2cccnc12 | · | 3% | · | -1.4% | 2% | · | 1%[7.67 µM]
CCCN(CCC)S(=O)(=O)c1ccc(C(=O)O)cc1 | 8%&9%&10%&9% | 4% | 2% | -6.5% | 5% | -6%&-10% | -15%
Cc1onc(-c2c(Cl)cccc2Cl)c1/C(N)=N/OC(=O)C(C)(C)C | · | -3% | · | 1.4% | 28% | · | -2%
COc1cc(/C=C2\SC(=O)N(c3ccc(O)cc3)C2=O)cc(OC)c1OC | · | -22% | · | 0.9% | 4% | · | -29%
O=C(Nc1ccccc1C(F)(F)F)c1ccccn1 | -5% | 5% | -2% | 1.1% | 1% | · | -6%
COc1ccc(N2CCN(C(=O)CCS(=O)(=O)c3cccc4nsnc34)CC2)cc1 | 13% | -5% | 4% | -1.0% | 1% | -16% | 19%
CCOC(=O)c1[nH]c(C)c(/C(O)=C2\C(=O)C(=O)N(CCCN3CCOCC3)C2c2cccnc2)c1C (configuration not stated) | 7%[38.3 µM] | 1% | 0% | 1.1% | -4% | 0% | 3%[46.1 µM]
O=C(NNc1ccc(C2CCCCC2)cc1)C(O)(c1ccccc1)c1cccs1 (configuration not stated) | 17%[38.3 µM] | 6% | 2% | 4.7% | 4% | ? | ?
O=C(c1ccco1)N1CCN(Cc2ccc(Cl)cc2)CC1 | 0%[38.3 µM] | 0% | -2% | 0.0% | -3% | 6% | -7%[46.1 µM]
CCN(CC)C(=O)CSc1nnc(-c2cccc(OC)c2)o1 | 18%[38.3 µM] | 1% | -4% | -1.0% | 5% | 6% | -8%[46.1 µM]
N#CCCn1cc(/C=N/O)c(-c2ccc(F)cc2)n1 | -17%[38.3 µM] | 11% | 1% | -0.3% | -1% | -5% | -5%[46.1 µM]
COc1cccc(-c2nccc(NCCc3c[nH]c4ccc(OC)cc34)n2)c1 | 11% | ? | · | · | · | ? | ·
CN=C1SC(CC(=O)Nc2ccc(C(=O)O)cc2)C(=O)N1C (configuration not stated) | 23%[38.3 µM] | 3% | -5% | -0.1% | 7% | -4% | 0%[46.1 µM]
O=C(NCCCNCc1ccccc1)c1ccc(/C=N/O)nc1 | 9%[38.3 µM] | -2% | 0% | -0.9% | -6% | -6% | -3%[46.1 µM]
O=C(Nc1nncs1)c1ccccc1NS(=O)(=O)c1cccs1 | 5%[38.3 µM] | 24% | 0% | 0.0% | 22% | 18% | -7%[46.1 µM]
CCOc1ncccc1C(=O)OCC(=O)c1cc(OC)ccc1OC | 5% | -3% | -1% | 2.7% | 9% | · | -9%
Cc1cc(C)cc(NC(=S)N2CCN(c3ncc(C(F)(F)F)cc3Cl)CC2)c1 | · | -1% | · | 5.4% | 16% | · | 10%
CC1(C)CC(N2CN(C3CCCCC3)CC2=O)CC(C)(C)N1 | 12%[38.3 µM] | -3% | 1% | -0.3% | 4% | ? | 0%[46.1 µM]
COc1ccc(-c2nc3cnc(OC)nc3n(Cc3ccc(F)cc3)c2=O)cc1 | 5.6µM* | -6% | -1% | · | · | · | ·
COc1ccc(-c2cc(C(=O)Nc3ccc(C(N)=O)cc3)c3ccccc3n2)cc1OC | 1% | 5% | 0% | -0.1% | 4% | · | -4%
CC1CC(OC(=O)c2ccccc2O)CC(C)(C)C1 (configuration not stated) | 9%&-10% | 3%&4% | -3% | -1.3% | ? | ? | ·
Cc1ccc(-c2ccc(=O)n(CC(=O)NCCN3CCCCC3C)n2)cc1 (configuration not stated) | 5%[38.3 µM] | 4% | 3% | -0.3% | 2% | 3% | 7%[46.1 µM]

7 entries from above, as a markdown table.
| molecule | IMPase Li cell | GLA spleen mod | KinaseGlo FLuc | Epigenetic derep | CBFb-RUNX1 inh | LMNA splice mod | NPSR antag |
| --- | --- | --- | --- | --- | --- | --- | --- |
| CCN(CC)C(=O)CSc1nnc(-c2cccc(OC)c2)o1 | 18%[38.3 µM] | 1% | -4% | -1.0% | 5% | 6% | -8%[46.1 µM] |
| CC1CC(OC(=O)c2ccccc2O)CC(C)(C)C1 (configuration not stated) | 9%&-10% | 3%&4% | -3% | -1.3% | ? | ? | · |
| COc1cccc(-c2nccc(NCCc3c[nH]c4ccc(OC)cc34)n2)c1 | 11% | ? | · | · | · | ? | · |
| COc1ccc(-c2cc(C(=O)Nc3ccc(C(N)=O)cc3)c3ccccc3n2)cc1OC | 1% | 5% | 0% | -0.1% | 4% | · | -4% |
| CCCN(CCC)S(=O)(=O)c1ccc(C(=O)O)cc1 | 8%&9%&10%&9% | 4% | 2% | -6.5% | 5% | -6%&-10% | -15% |
| O=C(O)C1C(C(=O)O)C1(c1ccccc1)c1ccccc1 (configuration not stated) | · | 6% | · | 0.0% | 3% | · | 18% |
| COc1cccc(-c2nnn(CC(C)=O)n2)c1 | 4% | -9% | -7% | -1.2% | 19% | -4% | 5%[46.1 µM] |

Bioassay records as filed in PubChem.
